TSHR antagonist = blocks TSH signaling through the human TSH receptor | TSHR-expressing cells, TSH-stimulated cAMP HTRF, 2 h; stronger effect = lower value | activity change, negative = inhibition, % at 11.5 µM | 0.2% of 330,000 active | P16473;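 active means activity change below a set negative limit, meaning inhibition stronger than a set level, cut at about -70% in these data; inconclusive means activity change between two set negative limits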; further: on the % scale 0 is the no-effect control and ±100 the full control effect
Target sequence (P16473 whole entry, looked up): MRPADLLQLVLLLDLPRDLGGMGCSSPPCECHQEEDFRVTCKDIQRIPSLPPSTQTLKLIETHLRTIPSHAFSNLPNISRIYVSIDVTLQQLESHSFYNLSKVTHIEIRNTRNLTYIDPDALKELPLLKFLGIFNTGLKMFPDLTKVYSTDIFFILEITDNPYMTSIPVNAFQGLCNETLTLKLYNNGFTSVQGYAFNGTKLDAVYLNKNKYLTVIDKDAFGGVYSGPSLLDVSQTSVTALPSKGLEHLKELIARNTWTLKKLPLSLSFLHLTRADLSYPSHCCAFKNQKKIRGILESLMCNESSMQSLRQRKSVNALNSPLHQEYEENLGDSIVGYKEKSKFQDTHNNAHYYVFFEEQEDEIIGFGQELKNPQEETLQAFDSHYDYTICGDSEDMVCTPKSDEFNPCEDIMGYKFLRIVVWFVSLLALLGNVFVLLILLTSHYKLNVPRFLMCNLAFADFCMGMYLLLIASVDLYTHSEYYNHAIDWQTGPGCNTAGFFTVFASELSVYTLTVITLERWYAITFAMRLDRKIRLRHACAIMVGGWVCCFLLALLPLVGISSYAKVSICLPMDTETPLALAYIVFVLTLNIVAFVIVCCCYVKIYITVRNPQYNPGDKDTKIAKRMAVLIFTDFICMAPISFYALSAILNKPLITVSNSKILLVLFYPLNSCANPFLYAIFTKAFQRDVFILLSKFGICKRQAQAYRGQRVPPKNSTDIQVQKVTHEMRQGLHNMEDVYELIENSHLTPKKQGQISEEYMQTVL
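TSHR-expressing cells were treated with compounds, then stimulated with TSH at EC80 (4nM final) for 2 hours at 37 deg C. Cellular cAMP was measured by HTRF competition between lysate cAMP and cAMP-d2 for a cryptate-labelled anti-cAMP antibody.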
ELG1 DNA repair = ELG1-dependent DNA repair inhibition. Potency, µM (top dose mostly 46.1 µM), without a hit: at the highest dose activity change, negative = inhibition, actives largely listed as inhibitors. AID 504467. HEK293T ELG1-luciferase reporter, luminescence, 16 h; DNA damage induced by 5-fluorouridine. 2.3% of 330,000 active; further: potency means the concentration at half of the fitted maximal effect; on the % scale 0 is the no-effect control and ±100 the full control effect; nearly all actives have a fitted effect of over 55% in size
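Luminescence from the luciferase reporter, measured 30 min after ONE-Glo reagent at room temperature, was the read-out. Beforehand, 2,000 cells per well were exposed for 16 hr at 37 °C to 5-fluorouridine together with compound or vehicle.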
Eya2 inh = blocks the phosphatase activity of human Eya2 | Potency, µM (highest dose often 76.9 µM), without a hit: at the highest dose activity, negative = inhibition, actives largely listed as inhibitors | recombinant Eya2, OMFP fluorescence dephosphorylation (OMFP is methylfluorescein phosphate) | 0.006% of 330,000 active; further: potency means the concentration at half of the fitted maximal effect; on the % scale 0 is the no-effect control and ±100 the full control effect
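Eya2 (0.2 uM) preincubated 10 min at ambient with compound, then OMFP substrate added at 50 uM; 10 min reaction in 50 mM HEPES pH 7.5, 50 mM NaCl, 5 uM MgCl2, 0.05% BSA, 1 mM DTT. Fluorescence read at Ex 485/Em 525 nm.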
Chronic BCR inh = inhibitors of chronic active B-cell receptor signaling; ABC-DLBCL IkBa-CBG/CBR reporter, luminescence ratio, 4 h; Potency, µM (highest dose often 46.1 µM), for inactives: at the highest dose ratio change, negative = lower green/red ratio, hits mostly inhibitors; 0.05% of 340,000 active; AID 493014; active means well fitted inhibition curve with a large enough effect in the signal ratio, with a control signal flat, not every such curve was filed as active; inconclusive means small, poorly fitted or top-dose-only effect, or effect the other way, or a change in a side signal; the % refers to the signal ratio;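 further: potency means the concentration at half of the fitted maximal effect; plate controls were basal doxycycline-induced cells for no effect and cells given 10 µM MG132 for full effect; MG132 reads +100%, hits lower the ratio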
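Compounds up to 46 uM were incubated four hours with TMD8 cells whose green CBG68 luciferase is fused to IkappaBalpha; red CBR luminescence normalised the signal, and concentration-effect curves were fitted to fusion, red and ratio data.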
Mito fusion yeast = inhibitors of mitochondrial division or activators of mitochondrial fusion | 0.23% of 320,000 active | S. cerevisiae fusion-defective mutant growth rescue, CellTiterGlo 48 h | Potency, µM (series often up to 46.1 µM), inactives show at the highest dose growth rescue (activation), most hits filed as activators;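 further: potency means the concentration at half of the fitted maximal effect; % of control where 0% means no effect; nearly all actives have a fitted effect of over 45% in size; temperature-sensitive fusion mutants such as fzo1-1 at 37 °C on non-fermentable ethanol glycerol medium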
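Compounds are tested for their ability to restore growth of mitochondrial fusion-defective yeast strains at non-permissive 37C in YPEG medium over 48 hours. Viability is quantified by luciferase luminescence.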
TCR act = activators of T cell receptors. Potency, µM (series often up to 9.22 µM), for the others: top-dose activation of IL-2 secretion, usual class: activators. primary human leukocytes, anti-CD3, IL-2 HTRF, 48 h. AID 504894. 330,000 tested, under 10 active; further: % of control where 0% means no effect
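HTRF read-out of IL-2 secretion: europium cryptate donor excited at 320nm, d2 acceptor emission at 665nm. Cells were primary human leukocytes incubated 48 hr with compounds and a-CD3 beads, supplying TCR signal only.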
a7 integrin act = activators of alpha7 integrin expression for muscular dystrophy; 0.064% of 350,000 active; Potency, µM (series often up to 38.3 µM), inactives show top-dose activation, most hits filed as activators; alpha7betagal myoblasts, beta-gal FDG fluorescence, 48 h;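 further: potency means the concentration at half of the fitted maximal effect; 100% = response of the positive control SU9516; nearly all actives have a fitted effect of over 60% in size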
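alpha7betagal+/- myoblasts (passage 13, 250/well) treated 48 h at 37C with compounds at 1:260 dilution of DMSO stock. Lysed, then beta-galactosidase activity read as FDG fluorescence (ex 480/em 540) after 30 min, with pre-read for autofluorescence.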
ASM inhibitor = human S-ASM enzyme inhibition. P17405. placental ASM, HMU-PC fluorogenic substrate, 60 min. Potency, µM (doses to about 57.5 µM), inactives show at the top dose activity change, negative = inhibition, actives largely listed as inhibitors. 0.006% of 340,000 active. AID 504937; further: potency means the concentration at half of the fitted maximal effect
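Human placenta-derived ASM preincubated with compound 10 min at room temperature, then reacted with 9 uM (final) fluorogenic HMU-PC substrate for 60 min at 37 C. Stop solution raises pH to 10; fluorescence read at Ex 386/Em 447 nm.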
PTAP TSG101 blk = blocks PTAP/TSG101 interaction to inhibit HIV-1 budding; Fluorescence polarization, FITC-PTAP peptide / Tsg101 binding; 340,000 tested, under 10 active; Q99816; Potency, µM (doses to about 115 µM), without a hit: top-dose activity change, negative = inhibition, hits mostly inhibitors; active means well fitted inhibition curve with a large enough effect in the main read-out, with a control signal flat, not every such curve was filed as active; inconclusive means small, poorly fitted or top-dose-only effect, or effect the other way, or a change in a side signal; inactive means no such curve, though single readings can be large or run the other way; further: potency means the concentration at half of the fitted maximal effect; % of control where 0% means no effect
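Fluorescence polarization binding of Tsg101 binding domain (10 uM final) to FITC-labeled PTAP peptide (50 nM final) in HEPES pH 7.5 buffer with NaCl, Tween 20, EDTA, TCEP. Compounds added before peptide; binding 20 min at RT.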
AT treatment = potential ataxia-telangiectasia treatments restoring KAP-1 phosphorylation; […] A-T fibroblasts, KAP-1 phosphorylation AlphaLISA; neocarzinostatin DNA damage 30 min before lysis; Potency, µM (titrated, usually from 57.5 µM), for inactives: at the top dose activation, hits mostly activators; 0.19% of 320,000 active; further: potency means the concentration at half of the fitted maximal effect; % of control where 0% means no effect; nearly all actives have a fitted effect of over 45% in size
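ATM-like activity read as KAP-1 phosphorylation via AlphaLISA donor/acceptor antibody pairs after lysis and 6 hr at 25C. Cells were ATM-null patient fibroblasts ([…], hTERT), dosed 60 min, then exposed to the DSB inducer NCS for 30 min.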
Tb PFK inh = inhibitors of T. brucei phosphofructokinase; O15648; Potency, µM (doses to about 57.5 µM), without a hit: at the top dose activity, negative = inhibition, actives largely listed as inhibitors; T. brucei PFK, ADP-Glo luminescence; 0.17% of 330,000 active;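 further: potency means the concentration at half of the fitted maximal effect; 0% = uninhibited 1x PFK enzyme wells and -100% = no-enzyme wells; nearly all actives have a fitted effect of over 60% in size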
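Luminescent ADP detection (ADP-Glo, two-step: ATP depletion then ADP-to-ATP conversion for luciferase) reported PFK activity after 45 min room-temperature reaction of 1.25 nM enzyme with 0.5 mM F6P and 0.1 mM ATP at pH 8.0.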
Active calls of the source: *; i = inactive; ? = inconclusive; nt = no result given; [ ] = remark or other dose. Unless noted, the call rests on the fitted dose curve; in most records, active means well fitted curve in the direction sought with a large enough effect; inconclusive means small, poorly fitted or top-dose-only effect, or another doubt; inactive means no such curve, though single readings can be large; an effect the other way counts as inactive or inconclusive.

Fields – TSHR antagonist, ELG1 DNA repair, Eya2 inh, Chronic BCR inh, Mito fusion yeast, TCR act, a7 integrin act, ASM inhibitor, PTAP TSG101 blk, AT treatment, Tb PFK inh
CN(CC(=O)Nc1cccc(F)c1)C(=O)/C=C/c1ccc2ccccc2n1
    9, -2%, 5%, 8%, -9%, 7%, -22%, -4%, 2%, 12%, -15%
CC1(C)CC(=O)C/C(=N\NC(=O)Cc2ccccc2)C1
    19, -2%, -2%, 3%, -4%, -7%[46.1 µM], 22%, 8%, -1%, 17%, 1%
O=C(OCn1nnc2ccccc2c1=O)c1cc(-c2ccccc2Cl)nc2ccccc12
    -5, 5%, 0%, 2%, 1%, 2%[46.1 µM], 26%, -1%, -3%, -3%, 0%
CN(Cc1ccccc1)C(=O)CN(C)S(=O)(=O)c1ccc(F)cc1
    2, 3%, 13%, 4%, 6%, 10%, 27%, 1%, -3%, -10%, -9%
NC(=O)c1c(NC(=O)CN2CCOCC2)sc2c1CCC2
    1, ?, 19%, -3%, -3%, 2%, 18%, 1%, -2%, 21%, 0%
CCCCc1c(O)nc(N2CCN(Cc3ccccc3)CC2)[nH]c1=O
    0, 7%, -11%, 0%, -5%, -7%, -14%[7.66 µM], -3%, -5%, -2%, -3%
COc1ccc(NC(=O)CSc2nccn2Cc2ccco2)cc1
    2, ?, 10%, ?, -2%, -4%, 3%, 3%, -3%, 22%, 3%
CSc1nc(N2CCOCC2)nc2ccc(C)cc12
    2, ?, -7%, ?, ?, 9%, 41%, i, -5%, 28µM*, -18%
Cc1ccc2c(c1)C1OCCC1C1N2C(=O)C2C(C(=O)O)C3C=CC21O3 (centres undefined)
    25, 15%, 1%, 3%, -19%, nt, 39%, 3%, -7%, nt, 0%
CCNC(=S)Nc1ccc(Cl)cc1
    18, 10%, 12%, ?, -3%, -3%[46.1 µM], -20%, 4%, 0%, 5%, -21%
Cc1cc(C)cc(NC(=O)Cn2nnc(C(=O)NCc3ccc(F)cc3)c2N)c1
    -17, 16%, -1%, -4%, 4%, -4%, -28%, 2%, -4%, -1%, -21%
Cn1nnnc1SCC(=O)Nc1ccccc1N1CCOCC1
    4, 11%, -2%, -1%, 7%, -32%, -12%, 3%, 1%, 6%, -2%
O=C(NCCOc1ccccc1)c1ccc2c(c1)OCO2
    0, ?, -32%, ?, -1%, nt, 4%, -1%, -3%, 1%, -4%
Cc1[nH]n(-c2ccccc2)c(=O)c1-c1ccccc1
    -1, 17%, -4%, 0%, 2%, 0%, ?, 3%, 2%, -7%, -4%
O=C1C(C=NCc2ccccn2)=C(O)c2ccccc21
    -3, ?, 6%, ?, -5%, -2%, -2%, -1%, 1%, -4%, 0%
O=c1ccn(CCc2c[nH]c3ccccc23)c2c1CCCC2
    2, 11%, -8%, -4%, 6%, -3%, 0%, 1%, 0%, 9%, 1%
CCN(CC)c1ccc(/C=N/N(c2ccccc2)c2ccccc2)c(O)c1
    -3, -12%, -14%, 4%, 4%, 2%[46.1 µM], -8%, 16%, 1%, -2%, -7%
Cc1ccc(C)c(OCCNc2ccc([N+](=O)[O-])cn2)c1
    -9, -11%, 2%, ?, 6%, 2%, -8%, -9%, -3%, 3%, 0%
C=CCOn1c(=O)c(C)[n+]([O-])c2ccccc21
    0, 5%, 3%, 13%, -1%, 2%, -20%, 16%, -7%, -7%, -8%
OCc1cc(Br)ccc1OCc1nc2ccccc2s1
    5, ?, 3%, ?, 15%, 1%, 21%, -1%, -1%, 25%, 0%
CC(=O)c1ccc(N2CCN(C(=O)c3cccc(Oc4ccccc4)c3)CC2)cc1
    -16, -11%, ?, ?, 14%, 0%, -16%, -8%, -7%, 5%, 0%
Cc1csc(NC(=O)CSc2ncnc3ccccc23)n1
    -8, 2%, -3%, ?, 1%, 5%, -53%[inhibitor], -3%, 0%, 13%, -6%
Cc1ccc(P(=O)(OCCN2CCOCC2)C(C)(C)C)o1 (centres undefined)
    -2, 3%, 4%, 2%, 0%, -5%, -8%, 4%, -6%, 5%, 1%
CCCCc1ccc(Nc2ncnc3nc[nH]c23)cc1
    -8, ?, -14%, ?, 12%, 0%, -8%, -7%, 3%, 5%, 0%
CCC(C)Oc1ccccc1C1CC(=O)NC2=C1C(=O)CCC2 (centres undefined)
    6, -9%, -17%, 4%, 1%, -1%, 2%, 3%, 0%, 7%, 2%
CC1(OC(=O)C2CCCC2)C(=O)C=C2C=C(c3ccsc3)N(CCN3CCOCC3)C=C2C1=O (centres undefined)
    -7, -7%, 2%, 7%, 24%, nt, nt, nt, nt, 0%, -4%
O=C(C1=C(O)/C(=C/c2ccc(O)cc2)CCC1)C(F)(F)F
    -12, -3%, -7%, 4%, 11%, -3%[46.1 µM], -41%, -23%, -5%, nt, -16%
Cc1ccc(S(=O)(=O)N2CCCOC2)cc1
    -5, -1%, 6%, -1%, -1%, -11%, -9%, 6%, -7%, 10%, 1%
CCC(C)n1c(S(=O)(=O)O)nc2ccccc21 (centres undefined)
    3, 29%, 9%, 21%, 3%, 5%, -13%, 1%, -9%, nt, -2%
CC(=O)Nc1nc(-c2ccc3c(c2)CC(C)N3C(=O)C2CC2)c(C)s1 (centres undefined)
    3, 8.2µM*, 5%, 0%, 3%, 5%, ?, 5%, -4%, -5%, -1%

Next part, overlapping the part above by 2 compounds.
Fields – TSHR antagonist, ELG1 DNA repair, Eya2 inh, Chronic BCR inh, Mito fusion yeast, TCR act, a7 integrin act, ASM inhibitor, PTAP TSG101 blk, AT treatment, Tb PFK inh
CCC(C)n1c(S(=O)(=O)O)nc2ccccc21 (centres undefined)
    3, 29%, 9%, 21%, 3%, 5%, -13%, 1%, -9%, nt, -2%
CC(=O)Nc1nc(-c2ccc3c(c2)CC(C)N3C(=O)C2CC2)c(C)s1 (centres undefined)
    3, 8.2µM*, 5%, 0%, 3%, 5%, ?, 5%, -4%, -5%, -1%
CC1CN(CC(=O)NCc2ccc(Cl)cc2)CC(C)O1 (centres undefined)
    -5, 12%, 4%, -1%, 2%, nt, 0%, -1%, 0%, 5%, 0%
COC(=O)CC1C(=O)NCCN1C(=O)NC1CCCCC1 (centres undefined)
    9, 17%, -5%, -7%, 0%, 2%, -6%, 0%, 1%, 7%, -8%
O=C(CSc1nnnn1-c1ccccc1)Nc1ccc(Cl)cc1
    nt, nt, nt, nt, 2%, 1%, -42%, 1%, -2%, nt, nt
COCCNC(=O)COCc1cc(-c2ccc3c(c2)OCO3)on1
    8, 12%, -14%, 1%, 12%, 7%, 4%, 3%, 1%, -11%, 3%
CCc1cc2c(=O)n(Cc3ccccc3)c(SC3CCOC3=O)nc2s1 (centres undefined)
    -2, 14%, -10%, -19%, -6%, 0%, 1%, -4%, 0%, 2%, 1%
Cc1ccc(S(=O)(=O)N2CCCCC2)cc1C(=O)OC(C)C(=O)NC1CCCCC1C (centres undefined)
    -1, -8%, 6%, ?, 8%, 1%, 5%, 0%, -2%, 5%, -6%
CN(CC(=O)Nc1ccc(F)cc1)C(=O)c1cccc(NS(=O)(=O)c2ccccc2)c1
    -18, 11%, 13%, -10%, 0%, -41%, -7%, 2%, -5%, 0%, 0%
CC(C)C(NC(=O)CCNC(=O)c1ccc([N+](=O)[O-])cc1)c1nc2ccccc2[nH]1 (centres undefined)
    9, 2%, -13%, -5%, 2%, nt, -20%, 4%, -2%, -1%, 0%

3 entries already listed, arranged by the value under TCR act, lowest first.
structure	TSHR antagonist	Eya2 inh	TCR act	a7 integrin act	ASM inhibitor	PTAP TSG101 blk	Tb PFK inh
CCc1cc2c(=O)n(Cc3ccccc3)c(SC3CCOC3=O)nc2s1 (centres undefined)	-2	-10%	0%	1%	-4%	0%	1%
O=C(CSc1nnnn1-c1ccccc1)Nc1ccc(Cl)cc1	nt	nt	1%	-42%	1%	-2%	nt
COC(=O)CC1C(=O)NCCN1C(=O)NC1CCCCC1 (centres undefined)	9	-5%	2%	-6%	0%	1%	-8%

Screening results (PubChem)

Random draw from the library; overall some 3.2% were active at least once.
